MazEF act – activators of E. coli MazEF toxin-antitoxin RNase; activation, % at 20 µM; 350,000 tested, 0.32% active; P0AE70; FAM/BHQ RNA-DNA oligo cleavage fluorescence, 5 h; in the data active = activation above about 50%
Target sequence (P0AE70 whole entry, looked up): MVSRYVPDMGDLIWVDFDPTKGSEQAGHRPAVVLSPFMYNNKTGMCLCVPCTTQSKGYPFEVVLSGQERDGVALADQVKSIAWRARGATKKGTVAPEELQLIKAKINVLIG
GDH-TPI counter – counter-screen for M. tuberculosis FBA inhibitors: GDH-TPI coupled enzymes | GDH-TPI coupled enzyme counterscreen, NADH absorbance | inhibition, % at 4.8 µM | 360,000 tested, 1.2% active; in the data active = inhibition above about 30%;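 note: 0% = DMSO wells and 100% = wells lacking the enzyme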
UGM FP inh – Mtb UDP-galactopyranose mutase inhibition; P9WIQ1; purified UGM, fluorescence polarization probe displacement; inhibition, % at 10 µM; 320,000 tested, 0.06% active; in the data active = inhibition above about 10%, passing the limit was not always enough; inconclusive = no clear call, values can overlap the other calls
Target sequence (P9WIQ1 whole entry, looked up): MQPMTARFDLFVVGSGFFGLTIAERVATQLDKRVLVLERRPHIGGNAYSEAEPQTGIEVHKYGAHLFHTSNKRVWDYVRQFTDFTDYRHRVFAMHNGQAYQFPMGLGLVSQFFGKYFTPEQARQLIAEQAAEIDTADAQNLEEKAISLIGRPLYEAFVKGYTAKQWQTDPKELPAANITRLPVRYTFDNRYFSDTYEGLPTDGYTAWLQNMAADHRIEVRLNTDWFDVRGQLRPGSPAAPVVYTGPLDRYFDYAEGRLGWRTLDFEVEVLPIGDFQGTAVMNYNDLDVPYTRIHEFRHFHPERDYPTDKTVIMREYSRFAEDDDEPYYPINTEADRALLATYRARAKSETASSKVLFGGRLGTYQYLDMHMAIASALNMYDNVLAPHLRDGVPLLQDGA
PrPC surface inh – inhibitors of human cell surface prion protein PrPC. TR-FRET read-out. 370,000 tested, 0.43% active. inhibition, % at 13.8 µM. AID 720596. P04156; in the data active = inhibition above about 24%; note: 0% = median of the test wells and 100% = reference compound wells
BoNT-F LC inh – BoNT F light chain protease inhibition; AID 588497; Multiplex microsphere protease cleavage assay, flow cytometry; inhibition, % at 10 µM; 360,000 tested, 0.22% active; in the data active = inhibition above about 35%, passing the limit was not always enough; inconclusive = no clear call, values can overlap the other calls; note: plate controls were buffer without enzyme for full effect and enzyme alone for no effect
Rv3671c inh – Rv3671c (M. tuberculosis) protease inhibition | P9WHR9 | inhibition, % at 5.96 µM | 320,000 tested, 0.048% active | AID 2606; in the data active = inhibition above about 38%;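 note: extracellular domain of Rv3671c used as enzyme; 0% = enzyme with DMSO and 100% = no enzyme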
Mtb BioA inh – blocks M. tuberculosis BioA enzyme activity | purified M. tuberculosis BioA enzyme, plate reader | inhibition, % at 9.99 µM | 360,000 tested, 0.096% active; in the data active = inhibition above about 40%; inconclusive = no clear call, values can overlap the other calls
FBA Mtb inh – inhibits M. tuberculosis FBA enzyme | inhibition, % at 1 µM | 360,000 tested, 2.3% active | purified M. tuberculosis FBA, fluorescence read-out | AID 588726; in the data active = inhibition above about 27%;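 note: 0% = vehicle and 100% = reference inhibitor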
Target sequence (P9WQA3 whole entry, looked up): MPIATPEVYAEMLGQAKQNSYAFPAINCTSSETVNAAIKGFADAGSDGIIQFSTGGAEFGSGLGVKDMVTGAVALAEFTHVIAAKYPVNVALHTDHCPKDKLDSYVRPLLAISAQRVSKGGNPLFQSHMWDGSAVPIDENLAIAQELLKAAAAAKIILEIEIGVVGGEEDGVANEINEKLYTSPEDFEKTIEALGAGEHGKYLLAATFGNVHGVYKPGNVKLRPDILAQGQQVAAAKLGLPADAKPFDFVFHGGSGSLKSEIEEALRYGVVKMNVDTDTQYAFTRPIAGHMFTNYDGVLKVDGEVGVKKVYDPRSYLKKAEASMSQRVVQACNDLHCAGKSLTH
FadD28 binding – blocks FadD28 binding to the bisubstrate probe; inhibition, % at 12.5 µM; fluorescence polarization; 360,000 tested, 0.22% active; AID 588549; in the data active = inhibition above about 8.5%, passing the limit was not always enough; inconclusive = no clear call, values can overlap the other calls
* marks the source's active call; other numbers are inactive results; u = inconclusive; x = not tested or not shown; & = joins results of further samples.

SMILES	MazEF act	GDH-TPI counter	UGM FP inh	PrPC surface inh	BoNT-F LC inh	Rv3671c inh	Mtb BioA inh	FBA Mtb inh	FadD28 binding
O=C(NNC(=O)c1ccccc1F)c1ccc(Cl)c(S(=O)(=O)N2CCOCC2)c1	-7.9	7.0	0.5	6.7	x	0.7	-0.4	4.6	-1.4
CCCCCC(=O)Nc1ccc(S(=O)(=O)Nc2nccnc2OC)cc1	0.4	0.3	1.5	x	-4.2	9.6	0.2	-1.6	0.9
O=C(CCN1C(=O)c2ccccc2S1(=O)=O)NCc1ccc(F)cc1	-6.5	2.4	x	-1.8	u	x	-0.1	0.0	0.1
Cc1cc(=O)[nH]c(-c2ccccc2OC(F)(F)F)n1	14.2	-1.1	1.1	5.1	u	4.4	-3.3	1.1	-4.0
O=C(O)CN1C(=O)c2ccc(Oc3cccc4c3C(=O)N(CC(=O)O)C4=O)cc2C1=O	5.2	13.2	-0.5	-3.1	-5.2	0.5	-1.9	-1.4	-2.2
CCCN(CC(=O)Nc1ccc(OC)c(OC)c1)CC(=O)Nc1ccc(F)c(F)c1F	-0.9	-4.3	1.3	-0.7	-0.2	-4.8	x	3.0	-5.2
COc1cccc(N(CC(=O)NC2CCCCCC2)S(=O)(=O)c2ccccc2)c1	11.8	-2.4	1.8	-9.8	-0.8	-0.3	-0.6	0.7	-3.6
COc1ccc(CSCCc2n[nH]c(=S)n2-c2ccccc2)cc1C	7.0	12.9	-0.4	15.7	-4.2	8.2	0.3	0.6	-1.1
O=C(Nc1ccc(Cl)cc1C(=O)NCC1CCCO1)c1ccc(Cl)cc1Cl (stereo not given)	3.2	3.8	-1.4	2.5	-6.3	4.6	-1.6	2.2	-1.5
CCSc1nnc(NC(=O)/C=C/c2ccco2)s1	3.6	24.4	0.6	9.9	-1.5	-14.8	x	6.1	2.1

The last six records of the section before open the next one.
SMILES	MazEF act	GDH-TPI counter	UGM FP inh	PrPC surface inh	BoNT-F LC inh	Rv3671c inh	Mtb BioA inh	FBA Mtb inh	FadD28 binding
O=C(O)CN1C(=O)c2ccc(Oc3cccc4c3C(=O)N(CC(=O)O)C4=O)cc2C1=O	5.2	13.2	-0.5	-3.1	-5.2	0.5	-1.9	-1.4	-2.2
CCCN(CC(=O)Nc1ccc(OC)c(OC)c1)CC(=O)Nc1ccc(F)c(F)c1F	-0.9	-4.3	1.3	-0.7	-0.2	-4.8	x	3.0	-5.2
COc1cccc(N(CC(=O)NC2CCCCCC2)S(=O)(=O)c2ccccc2)c1	11.8	-2.4	1.8	-9.8	-0.8	-0.3	-0.6	0.7	-3.6
COc1ccc(CSCCc2n[nH]c(=S)n2-c2ccccc2)cc1C	7.0	12.9	-0.4	15.7	-4.2	8.2	0.3	0.6	-1.1
O=C(Nc1ccc(Cl)cc1C(=O)NCC1CCCO1)c1ccc(Cl)cc1Cl (stereo not given)	3.2	3.8	-1.4	2.5	-6.3	4.6	-1.6	2.2	-1.5
CCSc1nnc(NC(=O)/C=C/c2ccco2)s1	3.6	24.4	0.6	9.9	-1.5	-14.8	x	6.1	2.1
O=C(CNS(=O)(=O)c1ccc(F)c(Cl)c1)NCCc1ccccc1	9.9	7.3	0.6	-3.9	11.0	4.9	-2.4	-0.3	-1.3
O=C(NC(CO)C(=O)OCc1ccccc1)OCc1ccccc1 (stereo not given)	3.8	5.6	x	3.2	2.8	x	x	-0.7	-1.2
CC(=O)c1c(N2CCOCC2)nc(=S)n(Cc2ccccc2)c1C	1.6	4.1	-2.5	-2.6	12.8	4.9	x	-2.5	-3.1
NC(=O)c1cc(-c2cccnc2)nc2ccc(Br)cc12	-1.5	0.3	1.8	-4.5	-8.4	-3.2	-0.2	-0.1	-2.8
O=C(Nc1ccc2nccnc2c1)c1cnccn1	10.7	19.0	-0.4	-15.2	-7.1	0.1	47.9*	6.1	-3.0
Cc1cc(NC(=O)CN2C(=O)NC(C)(c3ccc(Cl)cc3Cl)C2=O)no1 (stereo not given)	4.1	5.3	1.9	-0.7	-0.2	7.3	-2.3	1.5	-2.0
C[C@H](NC(=O)c1cc2c(cn1)[nH]c1ccccc12)C(=O)O	-1.2	-3.7	1.1	0.1	8.3	x	2.5	19.8	-2.5
Cc1ccccc1Nc1nc(N)nc(COC(=O)c2ccc3c(c2)OCCO3)n1	0.2	-4.6	x	-2.0	1.0	x	-0.9	-4.2	-5.1
CCOC(=O)c1ccc(N=c2scc(C)n2CC)cc1	-4.8	3.1	-0.3	0.0	-8.0	-6.7	0.3	1.7	1.0
COc1ccc(CN(C(=O)CN2C(=O)c3ccccc3S2(=O)=O)C(C(=O)NCC2CCCO2)c2ccco2)cc1 (stereo not given)	-4.8	-7.4	0.0	-7.8	5.1	-5.0	-1.5	-1.6	-0.2
O=C(O)c1ccccc1-c1nc2ccccc2c(=O)n1O	7.3	3.5	-1.3	-4.0	0.4	-5.8	x	6.3	-2.2
Cc1ccccc1C(=O)Nc1cccc(-c2nnc(SCC(=O)O)n2C)c1	2.0	-3.0	-1.0	-6.3	-6.4	-4.6	0.1	0.7	-4.8
CC/C=C/C(=O)N1CC2(CC(c3cccc(NC(=O)COc4ccc(Cl)cc4)c3)=NO2)C[C@H]1C(N)=O (stereo not given in full)	4.6	6.7	-0.9	3.3	4.4	1.4	-1.7	6.0	-6.5
CCOC(=O)C1=CCC(c2cccc(Cl)c2)N(S(=O)(=O)c2ccc(C)cc2)C1 (stereo not given)	x	x	x	10.4	-8.3	x	-2.3	5.7	-1.5
C=CCNC(=O)c1c(O)c2cccc3c2n(c1=O)CCC3	5.5	6.4	1.6	0.7	-27.4	-2.2	-1.8	0.6	-4.2
Cc1nc(-c2cccc(NC(=O)c3ccc(-n4cccn4)cc3)c2)cs1	10.6	-1.8	0.3	4.3	1.3	-14.1	-0.8	2.5	-4.8
COc1cccc(C(=O)Oc2cc(N)n(S(=O)(=O)c3ccc(C)cc3)n2)c1OC	6.4	5.8	2.5	-1.5	-10.4	5.8	-1.3	-3.2	0.7
COc1cc(OC)c(C=O)c(OC(=O)N(C)C)c1	-1.4	0.7	-2.0	1.1	-7.1	4.1	-1.6	-0.1	-1.1
O=C(c1cccs1)N1CCN(C(=O)c2cn(-c3ccccc3)nc2-c2ccccc2)CC1	-1.5	-8.5	1.5	1.1	-6.4	4.6	7.7	-0.8	-1.8
CC1(C)C2CCC1(CS(=O)(=O)N1CCC(C(=O)O)CC1)C(=O)C2 (stereo not given)	5.7	-1.4	-0.1	4.6	1.2	8.4	-2.9	-5.8	-2.7
O=C(NNC(=O)c1ccncc1)NC1CCCCC1	6.4	7.0	-2.5	-1.1	-3.5	-4.3	x	0.4	-1.5
CC1CCC2(CC1)NC(=O)N(CC(=O)N1CC(C)CC(C)C1)C2=O (stereo not given)	-2.0	-4.1	-2.3	-0.7	2.7	4.7	-0.5	-1.0	-2.8
CN1CCN(c2ccc(CNS(=O)(=O)c3cccc(F)c3)cc2)CC1	2.5	-13.2	-1.3	-8.6	u	-2.7	-1.2	1.0	-1.9
COC(=O)c1sccc1NC(=O)c1cccc(OC)c1	-0.9	-3.4	-2.9	8.4	3.8	-8.9	x	5.1	0.1
Cc1ccc(/C(O)=C2/C(=O)C(=O)N(Cc3cccnc3)C2c2ccccn2)cc1 (stereo not given)	6.1	38.5*	0.8	-2.8	14.0	2.2	-2.2	3.2	-1.1
Cc1ccc2c(c1)N(CC(=O)NC1CCCCC1)C(=O)c1cccnc1O2	3.1	8.9	x	6.7	-8.9	4.6	1.6	4.9	-0.6
CC(=O)Oc1ccc(-c2cccc(C(=O)NCCO)c2)cc1	7.1	1.2	0.8	11.6	-0.8	-0.4	x	0.1	-3.1
Cc1ccc(C)c(NC(=O)CN(C)C(=O)C2=NNC(=O)CC2)c1	2.7	8.4	2.1	0.3	3.8	0.0	x	-1.1	-0.8
O=S(=O)(Nc1nc2ccccc2nc1NCc1ccco1)c1cccs1	2.7	32.0*	-3.8	8.1	27.0	-1.8	0.0	6.4	4.0
CC1C(=O)O[C@@H]2C[C@@H](C)[C@@H]3CCC(=O)[C@@]3(C)[C@@H](O)[C@H]12 (stereo not given in full)	-0.6	-2.5	0.7	3.2	-6.3	-5.1	-1.7	-2.1	-3.4
O=C1c2cc(Cl)ccc2OC2(CCNCC2)C12CC(c1ccc(Cl)cc1)=NO2 (stereo not given)	29.4	-4.3	0.6	x	-15.4	-4.2	1.2	-1.2	-5.1
CN(/N=C/C=C/c1ccccc1)C1=NS(=O)(=O)c2ccccc21	1.8	3.7	-0.4	-1.6	-4.2	6.1	x	-1.3	-1.0
O=C(CSc1nc2ccccc2n1CC(=O)N1CCCC1)N1CCN(C(=O)c2ccco2)CC1	-5.1	4.8	-0.9	2.7	6.8	-6.3	-7.7	-1.8	-1.8
O=C1NC(=S)NC(=O)C1=Cc1ccc(OCC(=O)N2CCCC2)cc1	-12.7	-1.8	0.4	-2.0	-1.8	-10.3	2.0	1.1	-0.8
COc1cc(NC(=O)CSc2nc(C3CC3)nc3ccccc23)cc(OC)c1	4.6	1.5	-0.1	5.4	-0.2	-7.7	-0.7	-0.7	-1.0
COc1ccc(N2CCN(C(=O)[C@@H](NC(=O)c3cc(OC)cc(OC)c3)C(C)C)CC2)cc1	5.7	9.8	3.0	-0.7	-0.9	1.9	-1.9	2.1	-1.6
COC(=O)C1=C(C)C(c2cccs2)NC(=O)N1C (stereo not given)	-1.0	6.4	1.5	6.8	-0.3	4.0	-0.5	3.7	-1.0
NNC(N)=O	3.3	12.9	2.7	8.8	2.1	2.4	-1.3	2.5	-0.3
O=C(CCS(=O)(=O)c1cccc2nonc12)NCCc1ccccc1Cl	7.0	-7.3	1.7	-34.2	-7.7	-16.9	-0.2	1.1	-3.7
COc1ccc(SC[C@H](Cc2ccccc2)N2CCN(CCc3ccccc3)CCC2=O)cc1	-1.1	3.4	-0.7	5.9	-2.1	1.8	-1.0	-1.0	-5.9
CC1(C(=O)Nc2ccc(Cl)cc2)Cc2c(-c3cccc(C(F)(F)F)c3)ccnc2O1 (stereo not given)	x	8.5	x	2.5	1.1	x	-0.5	-0.4	-1.4
O=C(O)C1=C[C@@H](c2csc3ccccc23)C[C@@H](OCc2ccc(CO)cc2)O1	-33.6	8.5	-0.3	2.4	-1.7	-0.5	5.0&-4.9	1.3	-3.1
CC(=O)c1ccc(NC(=O)c2ccc(N3CCCC3=O)cc2)cc1	-6.1	1.4	x	5.1	-13.7	x	-0.4	0.2	-0.3
Cc1nnc(SCC(=O)N2CCOCC2)s1	-2.3	0.0	0.9	5.5	1.3	3.9	-0.1	0.5	-2.1
CCC1(c2ccc(Cl)cc2)NC(=O)N(CC(=O)N2CCN(C(=O)c3ccco3)CC2)C1=O (stereo not given)	0.7	4.3	1.5	-0.6	0.2	2.3	2.9	-1.2	-10.1
N#Cc1ccc(C(=O)Nn2cnnc2)cc1	8.4	-1.1	-3.0	4.0	1.4	0.2	-1.1	-0.1	-3.5
Nc1cc(Cl)c(N)cc1Cl	-1.5	16.0	-0.6	-4.5	-0.2	3.3	-4.3	-0.2	-3.0
Cc1cc2nc(SCCN3CCCC3)[nH]c2cc1C	2.2	4.9	-1.6	-4.2	7.8	-0.3	-0.7	-0.1	-4.1
CC1CCCC(C)N1S(=O)(=O)c1ccc(NC(=O)CCn2cnc3ccccc3c2=O)cc1 (stereo not given)	5.0	4.7	-1.7	14.4	-3.0	-5.8	-1.8	1.9	-0.7

Molecules listed so far that have a CF3 group (2):
SMILES	MazEF act	GDH-TPI counter	UGM FP inh	PrPC surface inh	BoNT-F LC inh	Rv3671c inh	Mtb BioA inh	FBA Mtb inh	FadD28 binding
Cc1cc(=O)[nH]c(-c2ccccc2OC(F)(F)F)n1	14.2	-1.1	1.1	5.1	u	4.4	-3.3	1.1	-4.0
CC1(C(=O)Nc2ccc(Cl)cc2)Cc2c(-c3cccc(C(F)(F)F)c3)ccnc2O1 (stereo not given)	x	8.5	x	2.5	1.1	x	-0.5	-0.4	-1.4

Outcome played no part in choosing rows; about 4.8% have a hit in one of these screens.
